Compound activity (PubChem)
AddAB inh – less growth of phage-infected E. coli with AddAB; E. coli expressing H. pylori AddAB, absorbance growth; inhibition, % at 11.9 µM; 330,000 compounds, 0.29% hits; AID 435030; in the data active = inhibition above about 12%;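 also: 0% = vehicle wells of infected cells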
PfHsp90 yeast 2 – reduces growth (ATP signal) of yeast expressing P. falciparum Hsp90; inhibition, % at 9.4 µM; 310,000 compounds, 0.32% hits; S. cerevisiae expressing PfHsp90, BacTiter-Glo ATP, 48 h; yeast lacking PDR1 and PDR3 efflux regulators;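 active = every replicate shows inhibition above about 80%, whatever the replicate mean, limit read from the data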;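 also: 0% = DMSO neutral controls and 100% = 20 µM radicicol positive controls; yeast relying on Plasmodium falciparum Hsp90 in place of its own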
phage Ecoli inh – E. coli growth loss with phage present | growth absorbance | inhibition, % at 11.9 µM | 360,000 compounds, 0.26% hits | AID 651602; in the data active = inhibition above about 11%
Tat export inh – blocks Tat-dependent protein export in E. coli; E. coli MC4100 TorA-mCherry Tat export, fluorescence; inhibition, % at 10 µM; AID 488895; 340,000 compounds, 0.036% hits;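 active = mean replicate inhibition at least 50% and at least half of replicates individually reaching 50%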;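 also: exported cargo escapes ClpAP degradation while cytoplasmic cargo is degraded and loses fluorescence; 0% = median of neutral control wells and 100% = median of NaSCN control wells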
DAGLB inh – blocks human DAGLB lipase activity; 340,000 compounds, 0.059% hits; inhibition, % at 5.17 µM; HEK293T DAGLB membrane lysate, EnzChek fluorogenic substrate; AID 504411; Q8NCG7; in the data active = inhibition above about 34%;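 also: 0% = enzyme with vehicle and 100% = wells lacking enzyme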
Target sequence (Q8NCG7 whole entry, looked up): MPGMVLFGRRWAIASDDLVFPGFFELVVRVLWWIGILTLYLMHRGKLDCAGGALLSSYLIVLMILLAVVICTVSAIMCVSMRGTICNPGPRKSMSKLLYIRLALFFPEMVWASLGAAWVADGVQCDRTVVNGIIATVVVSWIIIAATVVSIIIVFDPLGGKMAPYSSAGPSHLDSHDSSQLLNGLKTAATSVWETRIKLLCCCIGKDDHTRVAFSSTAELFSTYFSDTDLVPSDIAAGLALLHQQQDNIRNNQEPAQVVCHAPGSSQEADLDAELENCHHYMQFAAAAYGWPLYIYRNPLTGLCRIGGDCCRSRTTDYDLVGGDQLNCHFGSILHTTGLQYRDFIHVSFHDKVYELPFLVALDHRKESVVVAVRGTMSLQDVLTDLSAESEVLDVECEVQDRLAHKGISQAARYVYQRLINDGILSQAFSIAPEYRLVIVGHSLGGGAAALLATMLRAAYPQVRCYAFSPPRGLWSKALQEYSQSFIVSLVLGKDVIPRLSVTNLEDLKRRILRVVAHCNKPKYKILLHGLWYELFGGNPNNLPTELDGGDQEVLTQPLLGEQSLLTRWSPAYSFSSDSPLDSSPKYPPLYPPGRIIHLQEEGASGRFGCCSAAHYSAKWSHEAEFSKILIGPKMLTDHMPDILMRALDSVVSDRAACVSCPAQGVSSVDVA
Ecoli viability – bacterial growth inhibition, counter-screen for AddAB inhibitors | inhibition, % at 11.9 µM | E. coli V3065 growth, OD600 absorbance, 18 h | 330,000 compounds, 0.27% hits | AID 449728;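 active = inhibition above the campaign's mean inhibition across all tested compounds plus 3 SD, cut at about 9.9% in these data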;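 also: uninfected addAB+ strain grown without phage in ampicillin broth; 0% = DMSO wells and 100% = ciprofloxacin 0.95 µg/ml wells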
Rtt109 HAT inh – inhibitors of Candida albicans Rtt109/Vps75 histone acetyltransferase; 330,000 compounds, 0.16% hits; Q5AAJ8; purified Rtt109/Vps75, ThioGlo CoA-SH fluorescence, 4 h; inhibition, % at 34.9 µM;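 active = inhibition of at least 50% in every replicate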
Target sequence (Q5AAJ8 whole entry, looked up): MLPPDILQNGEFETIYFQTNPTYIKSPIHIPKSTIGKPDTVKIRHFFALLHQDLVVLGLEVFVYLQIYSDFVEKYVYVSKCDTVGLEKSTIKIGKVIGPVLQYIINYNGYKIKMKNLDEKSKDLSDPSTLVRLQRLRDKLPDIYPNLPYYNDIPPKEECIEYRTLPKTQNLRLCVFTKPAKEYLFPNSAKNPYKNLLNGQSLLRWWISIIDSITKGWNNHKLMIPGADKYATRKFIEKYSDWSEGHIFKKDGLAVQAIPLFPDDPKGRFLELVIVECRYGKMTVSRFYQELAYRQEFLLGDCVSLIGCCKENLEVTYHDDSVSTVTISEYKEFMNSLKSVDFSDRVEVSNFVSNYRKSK
Wnt bcat act – Wnt/beta-catenin pathway activation; activation, % at 9.35 µM; AID 743398; 300,000 compounds, 1.2% hits; Wnt/beta-catenin reporter cell assay, activator, plate reader; in the data active = activation above about 30%, passing the limit was not always enough;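 also: 0% = neutral control wells and 100% = positive control wells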
PvdQ inh – P. aeruginosa PvdQ acylase inhibition. 340,000 compounds, 0.063% hits. AID 488965. purified PvdQ acylase, fluorescence plate reader. inhibition, % at 10 µM; in the data active = inhibition above about 30%, passing the limit was not always enough;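 also: 0% = vehicle neutral wells and 100% = reference inhibitor wells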
CAL PDZ inh – inhibitors of human CAL PDZ peptide binding; Q9HD26; purified CAL PDZ, TMR-peptide fluorescence polarization, 1 h; inhibition, % at 20 µM; 330,000 compounds, 0.02% hits; AID 504414;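 active = highest replicate inhibition of at least 40%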;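 also: plate controls were DMSO neutral control wells for no effect and unlabeled competitor peptide control wells for full effect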
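Material – purified CerCALP PDZ construct · Detection – FP readout, S and P plane fluorescence · Measure – percent inhibition from loss of millipolarization · Controls – unlabelled peptide for full inhibition, DMSO wells as neutral · Probe or stimulus – TMR-labelled reporter peptide T*-PRC34 bound in PDZ groove · Times – 1 h at RT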
* marks the source's active call; other numbers are inactive results; nt = no result given.

SMILES	AddAB inh	PfHsp90 yeast 2	phage Ecoli inh	Tat export inh	DAGLB inh	Ecoli viability	Rtt109 HAT inh	Wnt bcat act	PvdQ inh	CAL PDZ inh
CCC(C)(C)n1nnnc1C(c1ccc(C)cc1)N1CCC(C)CC1 (stereo unspecified)	-0.3	-12	4.0	17	-12	-0.9	1	1	-23	1.3
CCn1cc2nc(SCC(=O)Nc3ccccc3F)n(Cc3ccccc3)c(=O)c2n1	-0.6	-2	1.4	2	3	-1.1	13	-1	-12	-4.8
O=C(Nc1ccccc1)N1CCC(C(=O)N2CCN(Cc3ccccc3)CC2)CC1	-0.2	18	-0.4	2	0	-2.6	0	-1	7	-0.7
NC(=O)c1ccccc1NC(=O)Nc1cccc2ccccc12	3.0	53	11	2	-1	-2.5	-24	-1	-4	-1.2
CC(C(=O)N1CCCc2ccccc21)N1C(=O)c2ccccc2C1=O (stereo unspecified)	3.0	8	1.0	0	-3	0.5	7	nt	-13	-0.5
O=C1[C@H]2CCC=C[C@H]2[C@H](c2cccc(Br)c2)N1Cc1ccccc1	0.9	-49	nt	-9	-2	0.0	9	nt	13	0.4
Cc1cc(NC(=O)CSc2nc(=O)n3cc(Cl)ccc3n2)no1	1.2	8	2.7	-17	1	1.9	-2	-1	-12	-2.7
CC(=O)Nc1cccc(Nc2nc(-c3cccs3)nc3ccccc23)c1	0.7	-9	2.4	-2	-4	-1.3	11	0	10	-3.4
C/C(=N\OCC(=O)OCC(=O)NCc1ccccc1)c1ccc2c(c1)OCO2	-1.0	-25	6.7	-7	-3	1.7	-5	-5	-5	-1.7
COc1ccc(NC2=CC(=O)CC(C)(C)C2)cc1OC	1.1	-7	0.6	9	4	-3.5	-1	1	8	-0.1
CCOc1ccccc1NC(=O)CSc1nc(=O)n(CCCN2CCOCC2)c2c1CCCC2	-0.2	-1	3.3	0	0	1.5	-4	-1	-11	-1.8
CCOC(=O)C1CCN(CC(O)COCc2cccs2)CC1 (stereo unspecified)	-0.5	-12	5.6	1	-1	-0.9	nt	-1	-4	-1.9
Cc1cc(OC(=O)c2cccc(Cl)c2)c([N+](=O)[O-])c(=O)[nH]1	1.0	15	2.9	-6	0	2.6	-5	0	-3	0.8
COc1ccc(C(=O)NC2CC3CCCC(C2)N3Cc2ccccc2)cc1OC (stereo unspecified)	2.1	9	-0.4	-12	-3	3.5	-4	1	8	-0.8
O=C(Nc1ccccc1)c1ccc(Nc2c([N+](=O)[O-])cc([N+](=O)[O-])c3ccccc23)cc1	3.3	18	-0.1	2	8	0.3	10	nt	11	0.4
O=C(Cc1ccccc1[N+](=O)[O-])N1CCc2ccccc2C1	3.9	10	4.9	-1	0	1.0	2	20	-3	0.9
COc1ccc(S(=O)(=O)NCC2CCCN(C(=O)c3occc3C)C2)cc1 (stereo unspecified)	-1.1	15	2.8	1	2	2.7	-9	-1	-12	-0.7
O=C(c1cccc(NS(=O)(=O)c2cccc([N+](=O)[O-])c2)c1)N1CCOCC1	2.1	19	2.4	-6	-1	0.6	4	0	-10	0.4
Cc1ccc(-n2ncc3c2CC(C)(C)CC3NC(=O)CCc2c(C)noc2C)cc1 (stereo unspecified)	nt	-17	-0.1	3	1	nt	-4	0	-9	-2.2
CC(=O)c1c(OC(=O)c2cccc(Cl)c2)c2ccccc2n1C	-3.5	-21	1.1	-11	-8	-1.1	-6	11	-9	-1.7
CCCCn1nc(C(=O)N(C)C2CCCCC2)c2ccccc2c1=O	2.5	7	0.3	-3	4	-0.7	-15	-3	-1	-0.7
COc1ccccc1NC(=O)CSc1nnc(C)o1	2.7	-26	1.9	6	-2	2.4	4	-4	-3	-0.1
O=S(=O)(NCCc1ccncc1)c1ccc(F)cc1	1.0	6	1.9	7	-3	1.0	5	1	2	1.4
O=C(Nc1cccc(NC(=O)c2cccs2)c1)c1ccc(Br)o1	-0.7	-10	-0.2	5	-2	-1.0	-3	4	11	-1.9
COC(=O)c1cc(S(=O)(=O)N2CCCCC2)c[nH]1	3.7	-13	1.4	0	-2	-0.9	3	2	0	-2.4
O=c1[nH]c(N2CCc3ccccc32)nc2c1CCCC2	1.4	26	2.5	-3	1	-2.7	-2	-1	-15	-0.9
COC(=O)c1sc(S(=O)(=O)N2CC(C)OC(C)C2)c(C(=O)OC)c1C (stereo unspecified)	1.9	14	2.0	-2	-2	-0.6	-6	-1	-14	-0.2
Cc1cccc(-n2c(=O)[nH]c3c(C(N)=O)nc(CC(C)C)nc32)c1	2.6	-28	3.0	3	-2	-0.3	-4	nt	-5	-0.4
CCOC(=O)c1c2c([nH]c(=S)c1C#N)CCCC2	-0.7	-19	2.7	-7	0	-1.6	-7	-4	-14	0.9
Cc1cc(C)n2nc(SC3CCCCN(C(=O)c4ccc(F)cc4)C3=O)nc2n1 (stereo unspecified)	-1.1	10	-0.6	-2	-1	0.9	2	-1	-10	-0.1
C/C(O)=c1/ccc2cccc3nc(C)nc1c23	-1.6	-13	-3.6	-6	-1	-2.0	10	2	-9	-0.2
CCNc1nc(OC)nc(Oc2ccc(C(=O)OC)cc2)n1	1.2	-21	-0.5	-14	-1	-1.8	3	-4	-6	0.5
O=C(N=C1SC2CS(=O)(=O)CC2N1Cc1ccccc1)C1CCCO1 (stereo unspecified)	1.5	-9	-0.9	12	0	-0.2	-10	-1	-3	-0.1
O=c1[nH]cnc2scc(-c3ccc(Br)cc3)c12	2.1	-6	5.1	-14	1	0.1	6	-21	5	-0.5
CCn1cc(C(=O)NCC(OC)OC)c(=O)c2cc(S(=O)(=O)N3CCC(C)CC3)ccc21	2.3	-2	3.2	1	2	-1.3	0	0	2	-3.7
COc1cccc(CNc2ccc3[nH]c(=O)[nH]c3c2)c1OCc1ccccc1	nt	-4	nt	6	2	nt	-5	nt	-23	-28
O=C(NCc1cccs1)C1CCCN(c2ncccn2)C1 (stereo unspecified)	0.3	4	1.2	-2	-1	0.2	-10	-4	-2	1.1
COCCN(C(=O)COC(=O)CCC(=O)c1cccs1)c1c(N)n(Cc2ccccc2)c(=O)[nH]c1=O	-0.8	-10	-1.0	0	3	-1.0	-7	-2	-9	-1.9
CN1CCN(S(=O)(=O)c2cccc3nsnc23)CC1	3.3	3	0.5	-2	-3	1.5	1	-3	9	-1.7
COc1ccc(NS(=O)(=O)c2ccc3oc(SCc4ccc(F)cc4)nc3c2)cc1	3.0	-6	1.6	16	-6	0.0	-2	12	1	-0.2
O=C(Cc1ccc(Cl)cc1)Nc1ncccn1	3.1	-2	1.8	3	1	2.0	-28	0	-6	-15
Cc1cc(CNC(=O)COc2ccc(F)cc2)c2ccccc2n1	3.3	nt	4.2	0	-2	1.2	1	-2	11	-1.1
O=S(=O)(c1ccc2c(c1)OCCO2)N1CCN(Cc2ccc3c(c2)OCO3)CC1	1.4	nt	-0.6	5	-4	-2.3	nt	-5	1	-2.1
Cc1nc(SCC(O)CO)c([N+](=O)[O-])[nH]1 (stereo unspecified)	-0.5	-9	4.3	-2	0	-0.6	4	nt	-5	-2.1
O=C(c1ccc(F)cc1)N1CCN(C2CC3CCC2C3)CC1 (stereo unspecified)	0.7	-19	2.1	0	-1	0.2	-2	nt	12	-1.3
O=C(N/N=C/c1cc(Cl)c(O)c(Cl)c1)c1cc2c(ccc3ccccc32)o1	5.7	95*	-1.2	-2	2	3.4	9	3	-1	-1.3
O=C(CSc1ccc(F)cc1)Nc1cccc(S(=O)(=O)N2CCOCC2)c1	-1.6	-5	1.2	-6	0	-1.8	-4	-5	5	-0.5
CC(C)/C=C/CN1CCCC(N2CCN(c3cccc(Cl)c3)CC2)C1 (stereo unspecified)	nt	-2	-2.1	-3	-3	nt	-5	-3	-23	-0.5
COc1ccccc1NC(=O)c1cc(Cl)nnc1Cl	1.4	-17	3.3	0	0	2.5	nt	-1	8	1.3
CC1CCN(C(=O)Cn2nnc(-c3ccccc3)n2)CC1	0.8	-18	2.3	-3	-4	-0.3	-12	5	-24	-0.3

Reformatted as a markdown table: part of the list above.
| Structure | AddAB inh | PfHsp90 yeast 2 | phage Ecoli inh | Tat export inh | DAGLB inh | Ecoli viability | Rtt109 HAT inh | Wnt bcat act | PvdQ inh | CAL PDZ inh |
| --- | --- | --- | --- | --- | --- | --- | --- | --- | --- | --- |
| O=C(CSc1ccc(F)cc1)Nc1cccc(S(=O)(=O)N2CCOCC2)c1 | -1.6 | -5 | 1.2 | -6 | 0 | -1.8 | -4 | -5 | 5 | -0.5 |
| CC(C)/C=C/CN1CCCC(N2CCN(c3cccc(Cl)c3)CC2)C1 (stereo unspecified) | nt | -2 | -2.1 | -3 | -3 | nt | -5 | -3 | -23 | -0.5 |

Continued.
SMILES	AddAB inh	PfHsp90 yeast 2	phage Ecoli inh	Tat export inh	DAGLB inh	Ecoli viability	Rtt109 HAT inh	Wnt bcat act	PvdQ inh	CAL PDZ inh
Cc1ccc(S(=O)(=O)N2CCN(Cc3ccccc3)CC2)c(C)c1N(C)S(=O)(=O)c1ccccc1	4.1	2	3.0	2	-12	-0.2	-5	-1	-16	-2.9
O=C(c1ccccc1F)N(Cc1ccc(F)cc1)C1CCS(=O)(=O)C1 (stereo unspecified)	-1.6	4	3.0	11	0	-0.8	19	nt	-9	-0.9
O=C(C1CC1)N1CCc2cc(Br)cc(S(=O)(=O)N3CCN(c4ccccn4)CC3)c21	2.2	17	2.2	8	-3	-1.6	8	nt	-5	-2.3
CCN1CCN(C(=O)/C(=C/c2ccco2)NC(=O)c2ccccc2)CC1	3.4	-20	3.0	-5	-2	2.0	-13	0	-7	-2.4
C/C=C/Cn1c(SCCCc2ccccc2)nc2c1c(=O)[nH]c(=O)n2C	-1.0	-8	2.2	-1	3	-3.2	-5	0	4	-3.4
CS(=O)(=O)Nc1ccc(C2=NN(C(=O)c3cccc(F)c3)C(c3cccs3)C2)cc1 (stereo unspecified)	-2.8	-3	0.6	2	-1	0.1	0	0	-8	-0.9
COc1ccc(C(=O)NC2CCN(CC(=O)Nc3c(C)cccc3C)CC2)cc1OC	0.5	2	-1.6	-16	1	2.0	7	1	5	0.4
Cc1ccc(C)c(-n2c(-c3ccc(Br)cc3)csc2=NC(=O)c2ccccc2F)c1	0.7	-3	2.3	-5	-14	2.0	8	-5	-4	-0.3
CCCNC(=O)c1ccc(CNc2c(N3CCC(C(=O)OCC)CC3)c(=O)c2=O)cc1	2.4	-5	3.7	0	-3	-1.0	-3	nt	-7	-0.7
O=C(c1cc(Br)c[nH]1)N1CCSCC1	-1.7	12	0.5	3	-3	-1.1	-10	-1	-9	nt
COC(=O)c1cc(OC)c(OC)c(OC)c1NC(=O)c1ccc(S(=O)(=O)N(C)C)cc1	-1.5	2	-1.0	3	3	-0.8	-3	0	-11	-0.2
O=C(CN(Cc1ccco1)C(=O)CNS(=O)(=O)c1ccc(F)cc1)NCc1ccc(F)cc1	1.6	-1	-3.0	3	1	2.0	-1	nt	-15	-1.1
CCOC(=O)c1nn(-c2ccccc2)c(=O)cc1SC(C)C	1.7	-3	-3.2	3	0	-1.6	-1	nt	-4	-0.3
CCOc1ccc(N(C)S(=O)(=O)c2ccc3[nH]cc(C(=O)NCCCOC)c(=O)c3c2)cc1	1.3	-5	1.9	-5	-3	0.1	-2	-1	-4	-3.1
COc1ccc(CCNC(=O)Cn2cnc3scc(-c4ccccc4)c3c2=O)cc1OC	0.0	6	1.9	3	0	-0.9	nt	-1	-9	-2.8
CCC(C)(C)NC(=O)C(c1ccc(C)o1)N(Cc1ccc2c(c1)OCO2)C(=O)c1snc(C(N)=O)c1N (stereo unspecified)	-0.6	-24	1.0	-13	2	1.9	-2	-2	-9	-0.9
Cc1ccc(OCC(=O)Nc2c(C)ccc3nsnc23)cc1	2.7	-5	1.6	4	-6	-4.0	0	-2	-5	-0.2
